ATXN2 expr inh: Primary qHTS for Inhibitors of ATXN expression; 360,000 compounds, 0.72% hits; HEK-293 ATXN2-luciferase reporter, luminescence, 24 h; Potency, µM (doses to about 57 µM), for inactives: at the top dose activity change, negative = inhibition, usual class: inhibitors; also: potency is read from the fitted curve at half-maximal effect; % is scaled to controls: 0 for no effect and ±100 for the full control effect; nearly all actives have a fitted effect of over 55% in size
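ATXN2-luciferase reporter cells (luciferase flanked by upstream and downstream ATXN2 gene portions) were treated 24 h at 37 °C with compounds at up to 57 uM. SteadyGlo luminescence gave expression; GF-AFC fluorescence gave viability.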
TGFb inhibitor: qHTS for Inhibitors of TGF-b. HepG2 CAGA-GFP TGF-b/SMAD3 reporter, GFP fluorescence, 18 h; TGF-beta stimulated, 500 pg/mL final. Potency, µM (series often up to 46.1 µM), without a hit: at the top dose activity, negative = inhibition, usual class: inhibitors. 410,000 compounds, 1.2% hits; also: potency is read from the fitted curve at half-maximal effect; % is scaled to controls: 0 for no effect and ±100 for the full control effect; nearly all actives have a fitted effect of over 65% in size
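Read-out: total well GFP (ex488/em500-530) summed from mean per-cell fluorescence. Cells: HEPG2 CAGA-GFP, 1% FBS DMEM, 18 h at 37 degrees C with 500 pg/mL final TGF-beta. Unstimulated wells served as the full-inhibition control; stimulated DMSO wells = 0%.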
Nrf2 inh: Nrf2 qHTS screen for inhibitors; A549 ARE-Fluc reporter, luciferase luminescence, 18-24 h; Potency, µM (titrated, usually from 46 µM), without a hit: at the top dose activity change, negative = inhibition, actives largely listed as inhibitors; 360,000 compounds, 2.1% hits; AID 504444, 2011; also: potency is read from the fitted curve at half-maximal effect; % is scaled to controls: 0 for no effect and ±100 for the full control effect; nearly all actives have a fitted effect of over 60% in size
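Two sequential reads on A549 ARE_Fluc cells exposed to compound for 18-24 h: a CellTiter-Fluor fluorescence read for viability, then a luciferase luminescence read for Nrf2/ARE activity.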
ATXN viability: Viability Counterscreen for Primary qHTS for Inhibitors of ATXN expression; S2 cells (HEK-293 line with an ATXN2-luciferase reporter) viability, CellTiter-Fluor protease fluorescence, 24 h; Potency, µM (doses to about 56.7 µM), hits mostly cytotoxic; 400,000 compounds, 0.49% hits; AID 651635, 2014; also: potency is read from the fitted curve at half-maximal effect; nearly all actives have a fitted effect of over 40% in size
A549 viability: Nrf2 qHTS screen for inhibitors: counterscreen for cytotoxicity; A549 ARE-Fluc cells, CellTiter-Fluor viability, 18-24 h; Potency, µM (series often up to 46 µM), for the others: top-dose activity change, negative = cytotoxicity, most hits filed as inhibitors; 390,000 compounds, 0.16% hits; AID 504648, 2011; also: potency is read from the fitted curve at half-maximal effect; % is scaled to controls: 0 for no effect and ±100 for the full control effect
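A549 ARE_Fluc cells in 5% FBS OPTI-MEM were exposed to compounds in concentration-response for 18-24 h at 37 deg C. Viability was read by CellTiter-Fluor fluorescence (Ex 405/Em 525) after 30 min, before the luciferase read.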
HepG2 tox: qHTS for Inhibitors of TGF-b: Cytotox Counterscreen. HepG2 CAGA-GFP viability, ATP luminescence, 18 h. Potency, µM (series often up to 46.1 µM), without a hit: at the top dose activity change, negative = cytotoxicity, hits mostly cytotoxic. 410,000 compounds, 0.76% hits. AID 588856, 2011; also: potency is read from the fitted curve at half-maximal effect; some results filed as inactive show a strong effect at the top dose
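HepG2 CAGA-GFP cells (1000/well, DMEM with 1% FBS) received compound, then TGF-beta at 500 pg/mL final, and were incubated 18 hours at 37 degrees C. Viability was read by CellTiter-Glo luminescence. Media-only wells were set as complete cell-killing and DMSO as no toxicity.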
Nrf2 activator: qHTS of Nrf2 Activators. AREc32 ARE-luciferase reporter (MCF7-derived line), luminescence, 24 h. Potency, µM (highest dose often 46.1 µM), without a hit: at the top dose activation, most hits filed as activators. 410,000 compounds, 0.31% hits; also: potency is read from the fitted curve at half-maximal effect; % of control where 0% means no effect; nearly all actives have a fitted effect of over 65% in size
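Reporter line AREc32 (ARE-Fluc), seeded overnight in OPTI-MEM with 5% FBS; compound pin-transferred, 24 hr at 37 deg C, 5% CO2; luminescent read-out.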
MCF10A rerep: A quantitative high throughput screen for small molecules that induce DNA re-replication in MCF 10a normal breast cells; MCF 10A DNA re-replication, Hoechst nuclear intensity, 48 h; Potency, µM (top dose mostly 46.1 µM), for inactives: at the top dose activity, positive = re-replication, usual class: activators; 350,000 compounds, 2.9% hits; also: potency is read from the fitted curve at half-maximal effect; % of control where 0% means no effect; nearly all actives have a fitted effect of over 50% in size
IL1B secr inh: qHTS for Inhibitors of Inflammasome Signaling: IL-1-beta AlphaLISA Primary Screen; THP-1 LPS/ATP IL-1B secretion, AlphaLISA, 16 h; active compounds read low; activity change, % at 57.5 µM; 360,000 compounds, 4.7% hits; AID 743279, 2014; in the data active = activity change below about -50%; inconclusive = mostly about -30% to -49%; also: % is scaled to controls: 0 for no effect and ±100 for the full control effect
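THP-1 cells pretreated 1 hr with compounds (up to 57.5 uM final), then stimulated with LPS (250 ng/mL final) plus ATP (1.25 mM final); secreted IL-1B measured by AlphaLISA after 16 hr, decreased signal indicating inhibition.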
* hit, by the source's call; i = inactive; ? = inconclusive; . = not tested or not shown; & = joins results of further samples; [ ] = remark or other dose. Unless noted, calls follow the shape of the dose curve; as a rule, active = well fitted curve in the direction sought with a large enough effect; inconclusive = small, poorly fitted or top-dose-only effect, or another doubt; inactive = no such curve, though single readings can be large; an effect the other way counts as inactive or inconclusive.

SMILES	ATXN2 expr inh	TGFb inhibitor	Nrf2 inh	ATXN viability	A549 viability	HepG2 tox	Nrf2 activator	MCF10A rerep	IL1B secr inh
COC(=O)Cc1ccc(O)c(N)c1	-2%	2%	-4%	i	0%	10%	15%	-16%	11
CC(=O)C1=C(C)NC(=O)NC1c1ccc(OC2CCCC2)cc1 (stereo not given)	11%	-20%	?	i	-29%	-17%	-0.7%	24%	20
Cc1ccc(NC(=O)CSC2=Nc3ccccc3C3CC=NN23)c(C)c1 (stereo not given)	-28%	15%	-22%	i	8%	-19%	0.6%	8%	11
CC(C)c1ccc(CNc2ccc(N3CCOCC3)cc2)cc1	-14%	-12%	?	i	-12%	-30%	1.5%	12%	?
COc1ccc(N2CCN(c3oc(-c4ccccc4C)nc3S(=O)(=O)c3ccccc3)CC2)cc1	.	?	10%	.	-1%	-6%	-1.0%	.	.
Cn1ncc(N=Cc2ccccc2)c1C(=O)Nc1cccc(Cl)c1	-24%	-4%	-22%	?	-2%	-3%	-0.5%	18µM*	4
O=C(COc1ccc2c(c1)OCO2)Nc1nccs1	?	-3%	?	i	10%	-52%	-1.5%	-1%	-14
O=C(c1cccnc1)n1nc(-c2ccco2)nc1NCc1cccs1	7%	14%	?	i	0%	-21%	7.9%	6%	-27
COc1cc(NC(=O)c2ccc(CNc3c(N4CCOCC4)c(=O)c3=O)cc2)cc(OC)c1	-8%	-12%	7%	i	0%	-28%	-1.1%	1%	-10
CC(C)c1ccc(NC(=O)[C@H]2CSCN2C(=O)[C@@H]2CCC(=O)N2)cc1	4%	-4%	15%	i	-5%	-4%	0.0%	-1%	-10
O=C(CSc1nc(C(F)(F)F)cc(=O)[nH]1)N1CCCCCC1	-2%	10%	-9%	i	1%	6%	-0.6%	2%	20
O=C(NCCCNC(=O)c1ccccn1)c1ccccn1	8%	-2%	-1%	i	4%	-20%	0.0%	4%	-8
Cc1ccccc1NS(=O)(=O)c1ccc2c(c1)CCC(=O)N2	-11%	15%	-2%	i	6%	-20%	0.4%	.	.
CCNC(C(=O)c1c[nH]c2c(CC)cccc12)c1ccccc1 (stereo not given)	-25%	-10%	12%	?	-6%	-24%	5.2%	?	-57*
Cc1cc(F)ccc1NC(=O)c1cc(S(=O)(=O)N2CCCC2)cn1C	-4%	-2%	-6%	i	5%	-19%	-0.9%	1%	-6
O=C(NC1CCN(Cc2ccccc2)CC1)C1CCN(S(=O)(=O)c2cccc3cccnc23)CC1	-16%	5%	-30%	i	4%	-10%	-0.2%	12%	30
Cc1nc(NC(C)C)c2cnn(CCc3ccccc3)c2n1	33%	5%	18%	i	3%	-40%	4.8%	21µM*	-18
CCSc1nnc(Cc2cc(=O)[nH]c(=O)[nH]2)n1-c1cccc(C)c1	6%	1%	11%	i	4%	5%	-0.9%	3%	-4
CCCCCc1cc(=O)c2ccccc2o1	8%	?	-12%	i	12%	-15%	-0.3%	16%	17
Cc1ccc(NC(=O)COC(=O)COc2ccc(Cl)cc2C)c([N+](=O)[O-])c1	8%	7%	12%	i	0%	5%	-0.6%	-4%	0
O=C(NCc1ccc(OC(F)(F)F)cc1)c1cccc2c1C(=O)c1ccc(N3CCCCC3)cc1S2(=O)=O	7%	?	6%	i	0%	-11%	-0.1%	9%	3
COc1cccc(-c2nc(CSCC(=O)N3CCc4ccccc43)c(C)o2)c1	-7%	11%	-30%	i	-12%	1%	0.4%	11%	8
Cc1ccc(-n2nc3c(c2NC(=O)c2ccco2)CS(=O)C3)cc1 (stereo not given)	-9%	25%	7%	i	1%	1%	-0.7%	1%	8
COc1ccc(C(=O)N2N=C(c3cccc(OC)c3)CC2(O)C(F)(F)F)cc1 (stereo not given)	-24%	?	2%	i	5%	-19%	3.3%	?	?
COc1ccccc1CO/N=C/NC(=O)c1c(OC)ccnc1Oc1ccc(F)cc1	6%	-22%	?	?	-4%	-20%	0.2%	?	?
Cc1cc(C)n2nc(SCC(=O)N(C)c3ccccc3)nc2n1	3%	1%	3%	i	13%	8%	-0.5%	-4%	11
Clc1cc(-c2ccccc2)nc(-c2ccccc2)n1	-11%	21%	-3%	i	1%	-1%	?	?	-52*
CC(SC1=NCCS1)C(=O)Nc1nnc(-c2ccc(F)cc2)s1 (stereo not given)	18%	15%	1%	i	5%	-12%	0.3%	-2%	-53*
CCOC(=O)CN1C(=O)C(=O)N(Cc2ccccc2)C1=O	3%	-6%	6%	i	-2%	6%	-0.2%	4%	13
Cc1ccc(NC(=O)Nc2nnc(N3CCCC3)s2)cc1	10%	9%	?	i	-3%	17%	3.7%	.	.
CCC(C)NC(=O)C1CCN(c2nc(C)cc(C)n2)CC1 (stereo not given)	1%	-2%	11%	i	-9%	0%	0.3%	-3%	18
CCOC(=O)Cc1csc(NC(=O)c2ccc(C)o2)n1	10%	-4%	2%	i	2%	-2%	-0.3%	3%	7
Cn1cccc1C(=O)C(=O)Nc1cccc(Cl)c1Cl	32%[activator]	-3%	11%	i	6%	-9%	3.9%	1%	9
Cc1cc(C)cc(-n2ncc3c2CCCC3NC(=O)C2CCC2)c1 (stereo not given)	-14%	0%	12%	i	3%	4%	-0.4%	-1%	-19
COc1ccc(-n2c3c(c(=O)[nH]c2=O)C(NC(C)=O)(C(F)(F)F)C(=O)N3)cc1 (stereo not given)	-9%&14%	3%&-1%	-4%	?	-11%&-5%	5%&6%	0.0%&0.6%	-4%	25
O=C(Cn1c(=O)nc(-c2ccccc2)c2ccccc21)Nc1cccc(C(F)(F)F)c1	.	3%	.	.	4%	0%	1.7%	.	.
CC1CCCN(c2nc(NCc3ccco3)nc(N)c2[N+](=O)[O-])C1 (stereo not given)	-11%	0%	18µM*	?	1%	4%	20%[9.22 µM]	23%	-12
Cc1ccc(-c2csc(N(CCc3ccccc3)C(=O)COc3ccccc3)n2)cc1	-4%	0%	-6%	i	-12%	-19%	0.2%	?	19
COc1ccc(-c2nc(C(N)=O)c3[nH]c(=O)n(-c4cccc(Cl)c4)c3n2)cc1OC	?	?	26µM*	?	?	-112%	3.7%	?	11
O=C(O)c1ccc(Nc2ccc(F)c(F)c2)c([N+](=O)[O-])c1	4%	-29%	-27%	i	-9%	7%	-0.1%	-10%	27
COc1cc(CNc2ccc3[nH]c(=O)[nH]c3c2)cc(Cl)c1OCc1ccccc1F	-30%	-7%	.	?	?	-15%	8.6%	.	.
CCCC(=O)Nc1cc(-c2nn(C)c(=O)c3ccccc23)ccc1N1CCOCC1	15%	?	10%	i	0%	-10%	3.5%	7%	11
COc1ccc2[nH]c3c(=O)n(CCCCC(=O)N4CCCC4)c(=S)[nH]c3c2c1	-6%	?	-6%	i	2%	-52%	0.0%	0%	0
CC(C)(C)C1CCC(=NNC(=O)CN(c2ccccc2)S(C)(=O)=O)CC1 (stereo not given)	25%	0%	9%	i	-3%	-2%	1.4%	5%	-15
CC(C)=CC(=O)OCC(=O)Nc1ccc(Cl)cn1	10%	0%	0%	i	-2%	-3%	2.1%	2%	8
CC1=C(C(=O)NCc2ccccn2)C2(CCC(C)CC2)OC1=O (stereo not given)	9%	-2%	15%	i	-1%	1%	0.2%	-4%	17
COc1ccc(OC)c(NC(=O)C2CCN(S(C)(=O)=O)CC2)c1	4%	?	-1%	i	-7%	-14%	2.3%	-6%	-6
OC1COC(c2ccccc2)OC1C1OC(c2ccccc2)OCC1O (stereo not given)	-2%	4%	-1%	i	-2%	11%	-1.3%	6%	18
CN(C)C1=NC[C@H](Cc2ccccc2)N1CCC1CCCC1	-24%	7%	-1%	i	0%	-22%	5.4%	1%	-4
COc1ccccc1C(=O)N1CC(=O)Nc2ccc(C)cc2C1c1ccc(F)cc1 (stereo not given)	0%	0%	2%	?	-5%	-35%	-0.1%	-1%	-10
Oc1c(C=C2N=c3ccccc3=N2)sc(=S)n1-c1ccccc1	0%	2%	7%	i	-7%	-7%	-0.1%	-5%	17
CCN(CC)CCCNc1cc(-c2ccccc2)nc(C)n1	-6%	0%	0%	i	-25%	-1%	-0.7%	.	.
COc1ccc(S(=O)(=O)N2CCCCCC2)cc1NC(=O)c1ccccc1	3%	1%	9%	i	-2%	-45%	-0.4%	?	0
COc1ccccc1N1CCN(C(c2cccs2)c2nnnn2C2CCCC2)CC1 (stereo not given)	-7%	?	-9%	i	-1%	4%	-0.3%	11%	-17
N=C1S/C(=C\c2ccco2)C(=O)N1c1ccc2c(c1)OCO2	21%	-1%	-5%	i	-10%	-12%	11%	19%	-15
CC(=O)Cn1ncc(Br)c(Br)c1=O	?	?	23%	?	6%	-12%	?	2.1µM*	-96*
COCCSc1nnc(NC(=O)C2CCN(C(=O)c3ccco3)CC2)s1	6%	-4%	-18%	i	-1%	-38%	0.1%	-5%	28

A draw from above in order of molecular weight, smallest number first.
SMILES	ATXN2 expr inh	TGFb inhibitor	Nrf2 inh	ATXN viability	A549 viability	HepG2 tox	Nrf2 activator	MCF10A rerep	IL1B secr inh
CN(C)C1=NC[C@H](Cc2ccccc2)N1CCC1CCCC1	-24%	7%	-1%	i	0%	-22%	5.4%	1%	-4
COc1ccccc1C(=O)N1CC(=O)Nc2ccc(C)cc2C1c1ccc(F)cc1 (stereo not given)	0%	0%	2%	?	-5%	-35%	-0.1%	-1%	-10
COc1ccccc1N1CCN(C(c2cccs2)c2nnnn2C2CCCC2)CC1 (stereo not given)	-7%	?	-9%	i	-1%	4%	-0.3%	11%	-17
